# hcGAS inh – blocks human cGAS activity; recombinant h-cGAS, ATP depletion, Kinase-Glo luminescence; inhibition, % at 12.5 µM; hit rate 0.081% among 290,000; Q8N884;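 further: 0% = vehicle reaction and 100% = reaction without DNA for no activity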
# Target sequence (Q8N884 whole entry, looked up): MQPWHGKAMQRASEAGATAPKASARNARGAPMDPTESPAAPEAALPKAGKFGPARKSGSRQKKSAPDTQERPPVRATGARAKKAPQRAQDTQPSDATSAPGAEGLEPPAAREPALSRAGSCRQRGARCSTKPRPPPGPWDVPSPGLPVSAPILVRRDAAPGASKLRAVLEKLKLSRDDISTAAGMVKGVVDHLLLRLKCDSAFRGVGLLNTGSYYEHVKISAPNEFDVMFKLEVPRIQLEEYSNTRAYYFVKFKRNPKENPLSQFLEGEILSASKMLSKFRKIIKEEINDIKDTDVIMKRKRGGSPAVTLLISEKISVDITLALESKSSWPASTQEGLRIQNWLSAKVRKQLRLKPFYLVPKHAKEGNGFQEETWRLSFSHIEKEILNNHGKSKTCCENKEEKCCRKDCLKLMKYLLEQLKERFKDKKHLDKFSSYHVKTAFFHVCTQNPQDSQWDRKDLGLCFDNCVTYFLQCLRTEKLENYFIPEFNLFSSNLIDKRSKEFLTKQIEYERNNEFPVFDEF
# NPYLR7 agonist – activates Aedes aegypti NPYLR7 receptor; HEK293T NPYLR7/Galpha15, GCaMP6s calcium fluorescence; activation, % at 10 µM; hit rate 0.15% among 270,000; AID 1259423; in the data active means activation above about 40%;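 further: 0% = vehicle and 100% = reference agonist at the receptor; some compounds past the cut are filed as inactive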
# mcGAS lum – inhibitors of mouse cGAS; recombinant cGAS, Kinase-Glo ATP depletion luminescence; hit rate 0.15% among 160,000; Q8C6L5; inhibition, % at 12.5 µM; AID 1259399;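 further: 0% = negative control wells and 100% = reference inhibitor with no enzyme activity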
# * = called active by the depositor; x = no result given; & = joins results of further samples. Unless noted, no stated cut-off is given here; in the data, active means inhibition above about 40%; inactive means the rest.
Molecule,hcGAS inh,NPYLR7 agonist,mcGAS lum
COc1ccc(C(=O)Nc2ccc(C3SCC(=O)N3c3ccc(F)cc3)cc2)cc1 (configuration not stated),-4.7,x,1.6
Cc1ccsc1[C@@H]1CCN(Cc2ccc(-c3cncnc3)cc2)C[C@H]1O,3.1,0.2,x
CC(C)NC(=O)[C@@]1(OCc2ccccc2F)CC(OCc2ccc(C(F)(F)F)cc2)[C@H](O)[C@H](O)C1 (some centres not stated),-2.3,5.2,-6.8
O=S(=O)(NCc1ccc2c(c1)CCC2)c1cccc2nsnc12,-6.5,-0.5,x
CN(C(=O)CSc1nnc(N)s1)C1CCCCC1,-8.3,4.2,x
Cc1cc(C)cc(NC(=O)CSc2ncc(S(=O)(=O)c3ccc(C)c(C)c3)c(=O)[nH]2)c1,-5.0,-6.9,-0.5
Cc1csc(NC(=O)CC(C)c2ccncc2)n1 (configuration not stated),-5.5,6.4,x
Cc1nnnn1-c1cccc(C(=O)N2CCC(O)(CN(C)C)C2)c1 (configuration not stated),4.8,7.5,x

# (list continues)
Molecule,hcGAS inh,NPYLR7 agonist,mcGAS lum
O=C(/C=C/c1cn(S(=O)(=O)c2cccc(C(F)(F)F)c2)c2ccccc12)NCCc1c[nH]c2ccc(O)cc12,-6.3,-5.2,x
COCCNCc1c(-c2ccccc2)noc1N1CCSCC1,0.5,6.2,x
COc1ccc(NC(=O)N2CCc3nc(-c4ccccc4)nc(N4CCN(C)CC4)c3C2)cc1,-12.2,-9.0,-3.9
O=C(NCCc1cccc(F)c1)C1Cc2ccccc2O1 (configuration not stated),1.1,-2.7,0.8
Cc1cn2c(C=CC(=O)O)c(C)nc2s1,-1.9,5.2,x
CN(CC1CCCO1)S(=O)(=O)c1ccc(C(=O)Nc2ccc3sccc3c2)cc1 (configuration not stated),-3.7,-1.5,x
COc1ccc(Cl)c2sc(N(Cc3ccccn3)C(=O)c3cc(C)no3)nc12,5.2,-3.6,1.2
CC1CCN(C)c2ccccc2N1C(=O)CCNC(=O)C(C)(C)C (configuration not stated),4.7,-32.0,x

# More structures:
Molecule,hcGAS inh,NPYLR7 agonist,mcGAS lum
COC(=O)C1=c2/c(=C/c3ccccc3F)c(N)c(C(=O)OC)n2C(=O)C(c2ccccc2F)S1 (configuration not stated),-3.3,0.9,-4.1
Cc1cnccc1CNC(=O)c1cccc(OC2CCN(S(=O)(=O)N(C)C)CC2)c1,-3.6,-7.6,-4.3
COc1ccc([C@H](C)NC(=O)c2ccc(-c3cc(-c4ccc(Cl)cc4Cl)[nH]n3)cc2)cc1,-9.1,4.7,-6.5
CCOc1ccc(NC(=O)N2CCC3(CC2)C(=O)N(CC(=O)NCc2ccccc2)CN3c2ccccc2)cc1,-1.7,x,3.6
Cc1ccc(NC(=O)C2(C)CCN2C(=O)C2(c3ccc(Cl)cc3)CC2)cc1 (configuration not stated),-6.6,-2.9,-3.7
CC(NC(=O)c1ccncc1)c1cccc(C(F)(F)F)c1 (configuration not stated),-15.7,-1.0,x
Cc1ccccc1C(=O)N[C@@H]1CCCCC1NC(=O)C1CCCN(C(=O)COCc2ccccc2)C1 (some centres not stated),-7.6,1.1,-6.2
CCOC(=O)c1cc(-c2ccc(N3CCN(C(=O)COc4cccc(Cl)c4)CC3)cc2)n(-c2ccccn2)n1,4.9,5.3,3.9

# More records.
Molecule,hcGAS inh,NPYLR7 agonist,mcGAS lum
Cc1occc1C(=O)N1CCN(C(=O)CCOc2cccc(F)c2)CC1,-15.6,-6.0,x
CCC(C)Sc1nc2c(c(=O)[nH]c(=O)n2C)n1Cc1ccccc1 (configuration not stated),-1.5,0.0,-6.8
Cc1ccc(S(=O)(=O)O/N=C2\CCOc3ccccc32)cc1,-3.1,-3.2,x
CC(NC(=O)C1CCN(C(=O)c2ccc(F)cc2)CC1)c1cccnc1 (configuration not stated),-8.6,0.3,x
Cc1nn(-c2ccc(Br)cc2)c(C)c1CC(=O)O,-2.7,0.3,x
COCCN(Cc1nccn1Cc1ccc(C(F)(F)F)cc1)C(=O)C1CCC1,-9.8,5.3,-7.0
CCCNc1ccc(C)cc1C(=O)NC(C)c1ncn[nH]1 (configuration not stated),2.4,2.1,x
CCCn1ncc(-c2ccnc(NCc3cnn(CC)c3)n2)c1C,-7.3,-3.9,x

# More compounds follow:
Molecule,hcGAS inh,NPYLR7 agonist,mcGAS lum
C=c1c(C#N)c2[nH]c(N)c(C#N)c(C)c-2/c1=C\c1cc(OC)c2c(c1)OCO2,-9.6,15.0,27.4
COc1ccc2ccc(O)c(CN3CCCc4c3cccc4S(C)(=O)=O)c2c1,-8.5,-7.7,-15.4
CCN(C)c1cc(Oc2cc(C)ccc2Cl)ncn1,-4.4,11.7,-3.8
C=CCn1c(SCc2cc(F)ccc2F)nnc1-c1ccccc1F,-5.0,-5.5,-5.2
O=c1c(S(=O)(=O)c2ccccc2)cn(Cc2cccc(F)c2)c2cc(N3CCOCC3)c(F)cc12,-4.7,2.8,-5.8
N#Cc1cccc(C2(C(=O)O)CC2)c1,-10.1,2.1,x
CN(C)CCCNC(=S)Nc1ccc(Cl)cc1Cl,-1.4,9.5,x
O=C(Nc1cccc2c1CCCC2)c1ccc(Nc2cccc(C(F)(F)F)c2)nc1,-0.9,-7.6,0.1

# Remaining list, next part:
Molecule,hcGAS inh,NPYLR7 agonist,mcGAS lum
C=CCOC(=O)C1C(C)=Nc2nc(SCC(C)C)[nH]c(=O)c2C1c1cccs1 (configuration not stated),-2.9,10.8,x
Cc1cc(C)c2nc(NC(=O)Cc3cccc4ccccc34)sc2c1,-4.2,2.1,-5.8
CC1=NC2=C(C(=O)CC(C)(C)C2)C(c2ccc3c(c2)OCO3)C1C(=O)Nc1ccccc1 (configuration not stated),-5.8,-1.9,-6.2
O[C@@H]1CN(c2ncnc3[nH]ccc23)CC[C@H]1c1ccc2ccccc2c1,-5.9,-0.6,-15.7
O=S(=O)(/C=C/c1ccccc1Cl)N1CCC2(CC1)OCCO2,-0.7,5.3,x
CC(C)CNC(=O)Cn1nnc(-c2ccccc2Cl)n1,-7.0,6.1,-4.2
COc1ccc(-c2ccc(C(=O)N(C)Cc3csc(C)n3)o2)cc1,-5.8,5.7,x
Cn1c(=O)n(Cc2c(Cl)cccc2Cl)c(=O)c2c1nc1n2CCCN1Cc1ccco1,1.9,0.2,-4.8

# More records:
Molecule,hcGAS inh,NPYLR7 agonist,mcGAS lum
O=C(NCc1noc(Cc2cccs2)n1)c1cnn2c1CCCC2,-6.8,5.9,-10.3
CSc1nc2nc(C)c(CC(=O)NC3CCCCCCC3)c(C)n2n1,-7.1,11.7,x
CCOC(=O)c1ccc(NC(=O)N(CCc2ccccc2)C(C)c2nc3ccccc3c(=O)n2-c2ccc(C)c(C)c2)cc1 (configuration not stated),-5.0,-10.6,-3.9
CCn1c(C(=O)OC)c(NC(C)=O)c2cc(NCc3cc(F)cc(F)c3)cnc21,-16.9,17.8,-6.3
CC(C)Cn1c(N2CCOCC2)n[nH]c1=S,-2.0,0.8,-5.6
Cc1cccc(-c2noc(-c3ccc(=O)n(Cc4ccc(N5CCCC5=O)cc4)c3)n2)c1,-3.6,-5.6,-5.8
CCc1nc2n(n1)C(=O)C(C(c1ccco1)N1CCN(C)CC1)S2 (configuration not stated),-7.1,8.2,-7.9
Cc1cccc(-c2nc3scc(CCNS(=O)(=O)c4ccc(F)cc4C)n3n2)c1,-2.6,-1.0,-6.1

# In the list so far, 2 contain a cyano group:
Molecule,hcGAS inh,NPYLR7 agonist,mcGAS lum
C=c1c(C#N)c2[nH]c(N)c(C#N)c(C)c-2/c1=C\c1cc(OC)c2c(c1)OCO2,-9.6,15.0,27.4
N#Cc1cccc(C2(C(=O)O)CC2)c1,-10.1,2.1,x

# (listing goes on)
Molecule,hcGAS inh,NPYLR7 agonist,mcGAS lum
COc1ccc(-c2noc(CN3CCCC(CNC(C)=O)C3)n2)cc1 (configuration not stated),4.9,5.7,x
CN(NC(=O)C1CC=CCC1C(=O)N1CCc2c([nH]c3ccccc23)C1)c1ccccc1 (configuration not stated),-8.8,-8.6,-3.5
COc1ccc(CN(CC(C)C)C(=O)NC2CCCCC2)cc1OS(=O)(=O)c1cccc(C(F)(F)F)c1,-14.6,-11.9,-6.2
Cc1cc(C)cc(C(=O)OCC(=O)NCCN2C(=O)CSC2=O)c1,-3.9,-4.8,-1.8
COc1ccc2c3c1O[C@H]1C[C@@H](O)C=C[C@@]31CCN(C)C2,-3.1&-6.4&-5.4,-14.4&-10.1&3.7,x
O=C(Nc1nnc(C2CC2)s1)C1CC=CCC1 (configuration not stated),-9.6,0.5,x
COc1ccc(/C=C(/C#N)S(=O)(=O)c2ccc(C)cc2)cc1F,-10.4,11.2,x
CN(C)c1ccc(NC(=O)c2cccc(F)c2)cc1CN(Cc1ccc(F)cc1)S(=O)(=O)c1cccc(Cl)c1,-9.3,12.4,-6.5

# Following part:
Molecule,hcGAS inh,NPYLR7 agonist,mcGAS lum
CC(C)(O)C#Cc1ccc(C(=O)N2CC=C(c3ccccc3)CC2)o1,0.4,x,-1.0
O=C(NCC1(O)C2CC3CC(C2)CC1C3)c1ccc(CN2CCCCC2)cc1 (configuration not stated),-13.0,x,-5.3
COCc1nnc(C(=O)N(C)Cc2cccnc2)o1,-8.7,6.7,-11.8
O=C(CCCn1cccn1)NC1CC(=O)N(Cc2cccc3ccccc23)C1 (configuration not stated),-12.1,4.0,x
CN(C)c1nnc(C(O)c2ccc(Oc3ccccc3)cc2)s1 (configuration not stated),-1.2,2.1,-2.6
COCCCNC(=O)C1CCN(c2ncccc2-c2nc(-c3ccccc3)no2)CC1,-5.6,-3.6,-3.8
CC(C)c1ccc(N2C[C@@H](CN3CCOCC3)C[C@H](CO)C2)nn1,-12.6,x,-6.2
COc1ccc(N2C(=O)CC(NCCc3ccccc3)C2=O)cc1 (configuration not stated),-5.9,-7.4,-6.1

# Retrieved by compound from the entries so far:
Molecule,hcGAS inh,NPYLR7 agonist,mcGAS lum
CC(NC(=O)C1CCN(C(=O)c2ccc(F)cc2)CC1)c1cccnc1 (configuration not stated),-8.6,0.3,x
COc1ccc(CN(CC(C)C)C(=O)NC2CCCCC2)cc1OS(=O)(=O)c1cccc(C(F)(F)F)c1,-14.6,-11.9,-6.2
O=C(NCCc1cccc(F)c1)C1Cc2ccccc2O1 (configuration not stated),1.1,-2.7,0.8
O=S(=O)(NCc1ccc2c(c1)CCC2)c1cccc2nsnc12,-6.5,-0.5,x

# Next structures follow:
Molecule,hcGAS inh,NPYLR7 agonist,mcGAS lum
COc1ccc(N2CCN(c3cc(C(=O)NCC4CC4)ncn3)CC2)cc1OC,-4.2,-2.6,-2.3
COCCn1c(SC(C)C(=O)N(C)C2CCCCC2)nc2sc3c(c2c1=O)CCCC3 (configuration not stated),6.3,1.2,x
Cc1ccc2nsnc2c1NS(=O)(=O)NCc1ccccc1,-1.5,9.0,x
N#CCCSc1nc(N2CCOCC2)c2c(c1C#N)CCCC2,-6.0,9.2,x
Cc1oc(-c2ccccc2)nc1C(=O)N=c1sccn1C,-3.9,5.1,x
C=C(C)Cn1c(=O)c2c(nc3n(-c4ccccc4Cl)c(C)c(C)n23)n(C)c1=O,-9.7,-3.0,-0.3
COc1ccc(C(=O)Nc2c3c(nn2-c2cccc(C)c2C)CSC3)cc1,-4.6,-3.2,x
COc1ccc(OCCN(C)C(=O)Cc2c(C)nn(C)c2C)cc1,14.6,-2.6,x

# Later entries.
Molecule,hcGAS inh,NPYLR7 agonist,mcGAS lum
NS(=O)(=O)c1ccc(F)c(C(=O)N2CCOC(Cc3ccccc3)C2)c1 (configuration not stated),-4.1,x,-11.6
O=C(c1csc(-c2ccc(Cl)cc2)n1)N(CCO)CCN1CCOCC1,-7.1,-0.2,-14.5
O=C(NCc1ccccc1CN1CCCC1)c1cc(=O)c2ccccc2o1,-2.5,22.3,x
Cc1nn2cc(CCNC(=O)c3cc4n(n3)CCCN(C)C4)nc2s1,-4.1,-7.2,x
Cc1ccsc1-c1cc(NC(=O)CCNC(=O)C2CC2C)n[nH]1 (configuration not stated),-17.5,4.7,x
CCN1CCN(C(=O)c2ccccc2N2CCC(NC(=O)c3ccccc3Cl)CC2)CC1,-0.6,-0.8,x
COc1ccc(S(=O)(=O)Nc2ccc(C)cc2Cl)cc1F,-13.9,5.5,x
O=C(Nc1cnn(Cc2ccccc2)c1)c1nc2ncccn2n1,-5.7,1.4,-6.7

# More entries follow:
Molecule,hcGAS inh,NPYLR7 agonist,mcGAS lum
CC(c1ccc(C(=O)NCCc2cnc[nH]2)o1)N1CCCCC1 (configuration not stated),-4.9,0.9,-11.4
COC(=O)c1ccc(Oc2coc3c4c(ccc3c2=O)OCN(C(C)C)C4)cc1,-3.9,2.7,-8.3
O=C(Nc1ccc(Cl)cc1)c1c(Cl)nsc1Cl,-4.8,0.3,x
O=c1cc(Cn2cnc3ccccc32)c2c(ccc3ccccc32)o1,8.6,2.4,x
Cn1c(SCC(=O)c2ccccc2)nc2c(c1=O)SCC2,-3.6,2.0,-6.9
CC(C)(C(=O)O)c1ccc(C(O)CCCN2CCC(C(O)(c3ccccc3)c3ccccc3)CC2)cc1 (configuration not stated),-2.1&-6.4&-3.5&-1.3&-4.1,-0.6&4.3&-5.1&-9.9,-4.7&-3.7
CCOc1ccc(NC(=O)N2CCSC2c2cc(OC)cc(OC)c2)cc1 (configuration not stated),-6.2,21.2,-5.6
CCc1csc(CCNc2ccc(-c3nc(C4CC4)no3)cn2)n1,-1.2,15.1,x

# (continued)
Molecule,hcGAS inh,NPYLR7 agonist,mcGAS lum
Cc1ccc(S(=O)(=O)N2CCN(c3ccc(F)cc3)C(=O)C2C)cc1 (configuration not stated),-2.6,-1.6,-4.3
O=S(=O)(NCc1ccccc1)N1CCN(C2CCSCC2)CC1,-11.9,3.9,x
COc1ccccc1-c1cc(C(=O)NCCN(C)C)nc2cc(-c3ccccc3)nn12,-7.9,0.3,-8.2
COc1ccc(C(=O)N(Cc2ccccc2)Cc2nc3cc(Cl)ccc3o2)cc1,-0.8,5.0,-3.7

# Screens from PubChem.

# Rows were taken by chance. About 0.27% of those tested had a hit in this group.
